Bioassay records: PubChem, Sanford-Burnham Center for Chemical Genomics
hIAP block – blocks human intestinal alkaline phosphatase. purified IAP, CDP-Star luminescence, 30 min. 330,000 compounds, 0.12% hits. inhibition, % at 10 µM. AID 2544. P09923;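 active means inhibition reaching a set limit with compound at 10 µM in the primary screen, cut at about 35% in these data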;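 further: plate controls were DMSO wells with enzyme for no effect and no-enzyme buffer wells for full effect; values of inactives mirror those of a sister screen read the other way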
Target sequence (P09923 whole entry, looked up): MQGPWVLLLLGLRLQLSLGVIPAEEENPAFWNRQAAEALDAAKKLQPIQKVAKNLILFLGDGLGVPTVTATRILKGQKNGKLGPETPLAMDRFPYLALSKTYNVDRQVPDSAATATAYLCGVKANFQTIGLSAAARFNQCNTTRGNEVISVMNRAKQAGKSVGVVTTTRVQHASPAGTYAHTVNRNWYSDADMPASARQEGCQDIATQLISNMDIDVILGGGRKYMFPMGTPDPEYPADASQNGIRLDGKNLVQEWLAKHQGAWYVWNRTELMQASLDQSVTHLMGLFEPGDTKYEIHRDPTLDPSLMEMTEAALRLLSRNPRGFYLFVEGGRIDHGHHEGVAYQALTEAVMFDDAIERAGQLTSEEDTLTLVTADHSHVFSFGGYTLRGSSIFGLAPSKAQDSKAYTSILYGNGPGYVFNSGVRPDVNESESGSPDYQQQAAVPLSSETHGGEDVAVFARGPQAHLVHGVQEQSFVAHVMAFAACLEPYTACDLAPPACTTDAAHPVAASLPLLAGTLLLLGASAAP
ATG4B inhibitor – ATG4B (human) cysteine protease inhibition | Q9Y4P1 | ATG4B cleavage of LC3-PLA2, NBD-HPC fluorescence, 1 h | inhibition, % at 8.33 µM | 340,000 compounds, 0.51% hits | AID 504462; in the data active means inhibition above about 40%
MPTP block – permeability transition pore inhibition | inhibition, % at 10 µM | 360,000 compounds, 1.4% hits | isolated mouse mitochondria, Ca2+ swelling absorbance, 30 min | AID 602449;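 active means inhibition of 50% or more, scaled per plate between neutral and stimulator controls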;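 further: 0% = DMSO wells given calcium and 100% = 1 mM EGTA wells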
mIAP block – mouse IAP inhibition | purified mouse IAP, CDP-Star luminescence, 30 min | inhibition, % at 10 µM | 330,000 compounds, 0.2% hits | AID 2806;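 active means inhibition of at least 40% at 10 µM in the primary screen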;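 further: plate controls were DMSO with enzyme for no effect and no enzyme wells for full effect; values of inactives mirror those of a sister screen read the other way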
A3G deaminase – blocks human APOBEC3G single-stranded DNA deamination; Q9HC16; AID 493012; 330,000 compounds, 0.28% hits; inhibition, % at 20 µM; recombinant A3G, ssDNA deamination FAM/TAMRA fluorescence;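 active means inhibition of at least 40% at 20 µM, with no more than 30% in the related APOBEC3A deaminase screen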;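 further: plate controls were DMSO wells with A3G for no effect and wells lacking A3G enzyme for full effect; some compounds called inactive have numbers as strong as hits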
Target sequence (Q9HC16 whole entry, looked up): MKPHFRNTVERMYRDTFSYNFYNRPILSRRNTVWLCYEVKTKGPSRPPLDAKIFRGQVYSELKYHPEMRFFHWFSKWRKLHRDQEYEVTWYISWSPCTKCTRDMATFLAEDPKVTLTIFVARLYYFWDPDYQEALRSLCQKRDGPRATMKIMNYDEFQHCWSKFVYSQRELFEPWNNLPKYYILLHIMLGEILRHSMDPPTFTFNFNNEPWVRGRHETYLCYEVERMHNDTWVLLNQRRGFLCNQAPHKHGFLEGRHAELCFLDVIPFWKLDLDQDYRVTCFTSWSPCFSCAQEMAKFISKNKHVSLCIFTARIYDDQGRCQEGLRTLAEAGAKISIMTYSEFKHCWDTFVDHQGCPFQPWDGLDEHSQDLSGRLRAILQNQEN
APOBEC3A inh – blocks human APOBEC3A ssDNA deamination; P31941; recombinant A3A, FAM/TAMRA ssDNA deamination fluorescence; inhibition, % at 20 µM; 330,000 compounds, 0.41% hits; AID 493011;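 active means at least 40% inhibition at 20 µM here, with at most 30% in a related deaminase screen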;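 further: plate controls were A3A with DMSO for no effect and wells lacking A3A enzyme for full effect; some results filed as inactive read as strong as hits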
MIN6 prolif – inducers of beta-cell replication in MIN6 cells; proliferation, % at 10 µM; MIN6 cells proliferation, ATPlite luminescence, 48 h; cells starved in 0.2% serum; 100% = growth in 10% serum; 330,000 compounds, 0.29% hits;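 active means compounds whose signal lies at least 3.5 SD above the mean of all wells on their plate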;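 further: 0% = DMSO-treated cells in low-serum medium and 100% = 10% serum control; some compounds called inactive have numbers as strong as hits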
mIAP activ – mouse IAP activation; muIAP, CDP-Star luminescence, 30 min; active compounds read high; 1 = vehicle-only enzyme signal, 0 = enzyme-free wells; activation factor at 10 µM; 330,000 compounds, 0.24% hits; AID 2805;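 active means activation factor of at least 2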; further: the source names both 10 and 20 µM as test concentration; values of inactives mirror those of a sister screen read the other way
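Assay system: mouse IAP enzyme / Compound: DMSO-dissolved test compounds / Timing: 30 min, room temperature / Measured by: luminescence from enzymatic CDP-Star hydrolysis / Control set: DMSO-only wells, enzyme-free buffer wells as negative control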
hIAP act – human IAP activation; activation factor at 10 µM; 330,000 compounds, 0.16% hits; purified human IAP, CDP-Star luminescence, 30 min; active compounds read high; 1 = vehicle-only enzyme, 0 = enzyme-free background;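 active means activation factor of the enzyme at least 2-fold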; further: the source names both 10 and 20 µM as test concentration; values of inactives mirror those of a sister screen read the other way
Numbers without * were called inactive.

SMILES	hIAP block	ATG4B inhibitor	MPTP block	mIAP block	A3G deaminase	APOBEC3A inh	MIN6 prolif	mIAP activ	hIAP act
CCC(C)N(C(=O)c1csnn1)C(C(=O)NCc1ccc(F)cc1)c1ccco1 (stereo not drawn)	-11.8	-17.9	1.2	2.7	-7.2	-4.0	1.5	0.973	1.12
O=c1c2ccccc2nc2c3ccccc3c(NCc3ccco3)nn12	15.9	-8.9	5.3	1.7	-10.5	1.6	-0.1	0.983	0.841
COc1cccc(C(C(=O)NC2CCCC2)N(C(=O)c2ccco2)c2ccccc2F)c1OC (stereo not drawn)	-15.9	4.3	-1.5	1.7	0.8	-5.4	-5.2	0.983	1.16
CCOc1ncccc1C(=O)NCc1ccc(OC)cc1	6.3	-7.5	3.5	8.9	-3.9	0.4	4.0	0.911	0.937
CCOC(=O)C1=C(N)N(c2cc(S(=O)(=O)N3CCOCC3)ccc2Cl)C(=O)C1	-11.7	-3.0	-0.2	6.7	-6.2	-6.0	-1.7	0.933	1.12
CC1CCCC(NC(=O)CN(C)CC(=O)Nc2ccc(F)cc2)C1C (stereo not drawn)	0.6	-20.0	-0.9	-10.4	-5.0	7.3	0.7	1.1	0.994
COc1ccc(C2CC(c3ccc4ccccc4c3OC(C)=O)=NN2C(=O)/C=C/c2ccccc2)cc1 (stereo not drawn)	-8.4	-9.9	0.2	14.6	-3.9	-1.3	-2.7	0.854	1.08
COc1ccccc1N1CCN(C(=O)CCNC(=O)Cn2ccc3ccccc3c2=O)CC1	-7.3	-1.2	-2.2	-2.4	-2.6	5.0	0.1	1.02	1.07
Cc1ccc(S(=O)(=O)NC(CC(=O)O)c2ccco2)cc1 (stereo not drawn)	11.0	0.1	-2.4	-1.2	-2.1	4.1	-0.5	1.01	0.89
COC(=O)c1[nH]c2cc(OC)ccc2c1N=CN(C)C	-4.4	-5.8	0.7	-0.5	-6.4	-2.6	-0.1	1	1.04
O=C(NCc1ccccn1)c1ccc(OC2CCN(Cc3cccs3)CC2)cc1	-12.3	8.0	-0.9	-6.9	-6.1	-5.4	-0.2	1.07	1.12
COc1ccc(S(=O)(=O)CCC(=O)N2CC(=O)N(CCc3ccccc3)C(=O)C2)cc1	13.9	-8.7	-3.7	-6.4	-1.8	2.4	-1.3	1.06	0.861
N#Cc1nc(-c2ccco2)oc1NCCN1CCOCC1	5.9	-1.8	0.3	1.3	-8.3	-1.7	-2.0	0.987	0.941
O=C(c1nc2ccccc2[nH]1)c1ccccc1[N+](=O)[O-]	-9.6	-2.2	1.7	-1.6	-2.6	-0.5	-3.1	1.02	1.1
Oc1ccccc1C1=NN(c2ccccc2)C(c2ccccc2)C1 (stereo not drawn)	-18.9	24.9	1.6	-52.2	-2.0	-0.6	-5.2	1.52	1.19
Cc1ccc(S(=O)(=O)NC2(C(F)(F)F)C(=O)Nc3c2c(=O)[nH]c(=O)n3-c2ccccc2)cc1 (stereo not drawn)	-0.1	5.8	8.7	0.8	-5.1	-0.1	-2.8	0.992	1
COc1ccc2c(Cl)c(-c3nnc(SCC(N)=O)n3C)sc2c1	-5.5	0.7	-1.1	4.4	-9.3	-8.9	-1.0	0.956	1.05
CN(C)c1nc(Nn2cnnc2)nc(N(C)C)n1	1.4	-5.1	0.4	-5.0	-5.7	-1.1	1.8	1.05	0.986
COc1ccc(C2(C(=O)NCCc3ccccc3)CCCC2)cc1OC	-22.8	-3.1	-0.2	-0.2	-6.3	-6.0	-1.7	1	1.23
O=S(=O)(Nc1nc2c(s1)CCCC2)c1ccc2ccccc2c1	-6.5	-4.2	-1.1	-0.9	-6.3	-5.0	1.4	1.01	1.06
CCOc1ccc(N(C)C(=O)CCc2nnc3ccc(NCc4ccco4)nn23)cc1	-7.3	6.5	-0.4	8.1	-4.1	-2.1	-5.2	0.919	1.07
CC(C)(C)CC(=O)NCc1ccc(F)cc1	-4.3	4.8	-1.3	9.6	0.0	-0.4	-2.7	0.904	1.04
CN1CCN(CC(=O)NN2CC(=O)N(c3ccc(F)cc3)CC2=O)CC1	8.1	-8.1	1.6	2.8	-4.4	-1.9	-2.6	0.972	0.919
CCOC(=O)NC(=O)CSc1nc2ccc(C)cc2[nH]1	0.2	-5.5	-0.3	8.9	-6.5	-0.7	-0.7	0.911	0.998
CCOC(=O)c1cncc(C(=O)O)c1	20.8	7.1	-2.9	7.8	-1.2	-1.4	-2.1	0.922	0.792

Other results follow:
SMILES	hIAP block	ATG4B inhibitor	MPTP block	mIAP block	A3G deaminase	APOBEC3A inh	MIN6 prolif	mIAP activ	hIAP act
COc1ccc(/C=C2\CCCC3C2=NN(C(=O)CSc2n[nH]c(N)n2)C3c2ccc(OC)cc2)cc1 (stereo not drawn)	-45.7	13.3	-3.3	-2.5	-5.5	1.8	-6.3	1.02	1.46
CCN(c1ccccc1)S(=O)(=O)c1ccc(C(=O)Nc2ccccc2OC)cc1	2.0	-3.7	-0.8	8.9	-3.1	-0.6	-0.9	0.911	0.98
CC12CCC(C(=O)Nc3ccc(Cl)cc3)([C@H](Br)C1=O)C2(C)C (stereo partly drawn)	-34.0	-3.1	10.9	1.8	-6.5	-0.3	-2.6	0.982	1.34
COc1ccc(C(c2sc3ncnn3c2O)N2CC(C)OC(C)C2)cc1OC (stereo not drawn)	-2.3	-5.9	-0.4	10.8	3.6	1.2	-1.4	0.892	1.02
CN(C)S(=O)(=O)c1cccc(NC(=S)NCCCn2ccnc2)c1	6.2	-9.1	-0.7	-16.1	10.4	1.3	2.2	1.16	0.938
O=C(CC1S/C(=N/N=C/c2c[nH]c3ccc(OCc4ccccc4)cc23)NC1=O)Nc1ccccc1 (stereo not drawn)	-42.7	15.8	2.1	0.5	-5.0	-2.4	0.3	0.995	1.43
CCS/C(N)=N/N=C/c1cc(C)ccc1O	-29.9	-1.0	-3.6	5.7	-0.7	-1.3	-4.0	0.943	1.3
O=C(COc1cccc(NC(=O)c2cccs2)c1)c1ccc(F)cc1	6.8	2.0	-5.5	1.7	-1.4	-0.1	0.0	0.983	0.932
CCOC(=O)C1=C(C)NC(=O)NC1c1ccc(-c2ccccc2F)o1 (stereo not drawn)	3.9	-7.0	0.1	-0.6	8.0	2.5	-1.7	1.01	0.961
O=C(CCl)Nc1ccc(-c2ccccc2)cc1	-7.4	4.3	0.7	4.4	-8.9	-3.2	-5.5	0.956	1.07
Cc1ccc(NC(=O)COC(=O)Cn2cnc3ccccc32)c([N+](=O)[O-])c1	10.1	0.9	25.5	6.0	1.2	3.2	-3.1	0.94	0.899
Cc1ccc(NC(=O)CNC(=O)c2ccc(C(C)(C)C)cc2)cc1S(=O)(=O)N1CCOCC1	-15.3	-11.2	0.3	-18.2	-3.0	-1.3	-3.9	1.18	1.15
Cn1c(=O)c2c(nc(Br)n2CCc2ccccc2)n(C)c1=O	-14.4	0.2	-2.4	7.9	-8.7	-4.5	3.3	0.921	1.14
CCOC(=O)c1ccccc1NC(=O)CSc1nncn1C	-15.1	3.9	-3.4	-11.2	-7.4	1.6	-3.8	1.11	1.15
CC(=O)C1=C(O)C(=O)N(c2ccccn2)C1c1ccc(C)cc1 (stereo not drawn)	5.4	17.7	0.7	-6.5	-3.1	0.4	-2.1	1.06	0.946
O=S(=O)(c1ccccc1)n1ccc2cccnc21	9.0	8.5	-1.3	2.8	-6.8	-5.4	0.7	0.972	0.91
COc1ccccc1-n1c(=O)[nH]c2c(C(N)=O)nc(-c3cccnc3)nc21	-22.1	-1.2	0.0	7.4	-3.8	3.0	-3.9	0.926	1.22
Cc1ccc(C(=O)c2coc3ccc(O)c(CN4CCN(C)CC4)c23)cc1	-14.7	-1.9	-2.5	-8.5	0.7	-0.4	-5.2	1.08	1.15
CCOc1ccc(NC(=O)c2ccc3c(c2)OCCO3)cc1S(=O)(=O)N(CC)CC	11.3	-9.5	0.1	-4.0	-10.8	-6.2	0.4	1.04	0.887
O=C(OC1CCCCC1=O)c1cccc(S(=O)(=O)NCc2ccccc2)c1 (stereo not drawn)	-5.4	-5.7	2.5	4.1	-6.4	-1.8	-5.3	0.959	1.05
O=[N+]([O-])c1cc(S(=O)(=O)N2CCCC2)ccc1OCCOc1ccccc1	2.7	-1.7	0.5	5.7	1.7	1.6	-3.6	0.943	0.973
O=C1CC(c2ccccc2)CC(O)=C1C=NC1CCCCCC1 (stereo not drawn)	-5.1	4.1	1.0	-11.6	-5.1	-3.1	-1.9	1.12	1.05
O=C1[C@@H]2Cc3c([nH]c4ccccc34)C(c3ccc(Cl)cc3)N2C(=O)CN1CCO (stereo partly drawn)	-4.1	-2.9	-1.1	-1.0	-1.6	-0.4	-1.6	1.01	1.04
C/C(=C\c1cccc(Cl)c1Cl)C(=O)c1c(C)cc(C)[nH]c1=O	3.3	8.1	0.7	0.8	-8.2	-2.4	-2.2	0.992	0.967
COCCCNC(=O)Cc1ccccc1OC	-0.2	-2.5	0.1	0.8	-4.9	-3.2	-4.2	0.992	1
CC(=O)NC1(C(F)(F)F)C(=O)NC(C)=C1C#N (stereo not drawn)	-6.5	-8.1	-2.5	-6.4	-5.9	-0.3	-3.7	1.06	1.06
CC(=O)Nc1cccc(NC(=O)CS(=O)(=O)c2cn(CC(=O)N3CCCC3)c3ccccc23)c1	-21.0	-8.3	-1.1	1.9	-6.4	-3.2	0.6	0.981	1.21
CN(CC(=O)Nc1cccc(F)c1)C(=O)c1cccc2ccccc12	10.5	-4.8	-0.4	-5.2	-6.6	-3.6	5.5	1.05	0.895

Full records, looked up by structure. Values in the order: hIAP block, ATG4B inhibitor, MPTP block, mIAP block, A3G deaminase, APOBEC3A inh, MIN6 prolif, mIAP activ, hIAP act
`CC(=O)C1=C(O)C(=O)N(c2ccccn2)C1c1ccc(C)cc1` (stereo not drawn) is entered as 5.4, 17.7, 0.7, -6.5, -3.1, 0.4, -2.1, 1.06, 0.946
`CC12CCC(C(=O)Nc3ccc(Cl)cc3)([C@H](Br)C1=O)C2(C)C` (stereo partly drawn) is entered as -34.0, -3.1, 10.9, 1.8, -6.5, -0.3, -2.6, 0.982, 1.34
`O=S(=O)(c1ccccc1)n1ccc2cccnc21` is entered as 9.0, 8.5, -1.3, 2.8, -6.8, -5.4, 0.7, 0.972, 0.91
`CCOC(=O)c1ccccc1NC(=O)CSc1nncn1C` is entered as -15.1, 3.9, -3.4, -11.2, -7.4, 1.6, -3.8, 1.11, 1.15
`CN(CC(=O)Nc1cccc(F)c1)C(=O)c1cccc2ccccc12` is entered as 10.5, -4.8, -0.4, -5.2, -6.6, -3.6, 5.5, 1.05, 0.895
